# Lipid droplet – modulators of hepatic lipid droplet formation; AML12 mouse hepatocytes, oleate lipid droplets, BODIPY imaging; inhibition, % at 6.5 µM; 240,000 tested, 0.4% active;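 active means lipid droplet intensity inhibited by at least 50%, with more than 500 cells counted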
#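 Material: mouse AML12 hepatocyte cell line, fixed after treatment; Timing: compound with oleate, overnight; Technique: high-content imaging of BODIPY-stained droplets and DAPI nuclei; Probe or stimulus: oleate, 100 µM final; Dosing: compound at 6.5 µM only.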
# Autophagy mod – modulators of autophagy; MEF GFP-LC3 puncta imaging; test concentration mostly 10 µM; calls only at 10 µM (by protocol); 190,000 tested, 0.98% active; AID 463193;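 active means percentage of spot-positive cells more than 3 SD above its plate mean, without a fluorescence outlier flag or 80% toxicity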;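 further: spot-positive cell cutoff set from DMSO-treated cells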
# Ins promoter up – MIN6 insulin promoter up-regulation | MIN6 insulin promoter-GFP reporter, high-content imaging; hits give high values | z-score at 5 µM | 190,000 tested, 0.3% active;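 active means z-score above 3 at 5 µM with at least 500 cells counted in the well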
# WT yeast gro inh – growth inhibition of WT yeast, mitochondrial fusion screen | 190,000 tested, 2.1% active | mitochondrial fusion phenotypic screen, WT strain | inhibition, % at 10 µM; in the data active means inhibition above about 58%; tested in S. cerevisiae
# CSM14.1 death rescue – rescue of cells from ER stress-induced death, primary screen, 384-well, CSM14.1, thapsigargin, ATP luminescence (AID 1222) | CSM14.1 thapsigargin-induced death rescue, ATP luminescence; higher % means a stronger effect | 190,000 tested, under 10 active | one-dose cellular ATP content (survival), % at 20 µM; EC50 in µM for titrated hits;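 active means EC50 below 50 µM in the dose-response confirmation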;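 further: death triggered by thapsigargin at about 15 µM added after 2 h compound pretreatment; cell ATP read after overnight thapsigargin exposure of roughly 18 to 22 hours; normalized against plate controls of thapsigargin alone and 5% DMSO vehicle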
# bCat nuc transl – beta-catenin nuclear translocation modulation. nuclear translocation activity, % at 5 µM. HeLa beta-catenin nuclear translocation, immunofluorescence imaging. 190,000 tested, 0.3% active;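 active means nuclear translocation activity above 50% at 5 µM, with a well cell count of 50 or more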;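 further: per-cell ratio of nuclear to cytoplasmic median beta-catenin stain intensity; plate controls were DMSO negative control for no effect and GSK-3 inhibitor IX positive control for full effect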
#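 test system = HeLa cells, endogenous beta-catenin | dosing = single 5 µM dose plus 0.02–20 µM confirmation series | times = compound treatment 24 h, 37°C, 5% CO2 | technique = beta-catenin immunofluorescence imaging with DAPI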
# Dynein cargo inh – blocks dynein driven cargo transport along microtubules; 3617.4 mouse cells, GR-EGFP nuclear translocation imaging; test concentration mostly 20 µM; stimulated with dexamethasone, 1 µM; hits give low values; z-score, hits read low; 220,000 tested, 0.47% active; AID 1381;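 active means plate z-score of nuclear minus cytoplasmic receptor signal below a set negative limit, without overly bright fluorescence or cell loss, cut at about -3.5 in these data, passing the limit was not always enough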;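 further: z-score of nuclear minus cytoplasmic ring GR-EGFP intensity difference per well; some compounds called inactive have numbers as strong as hits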
#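 medium = tetracycline-free induction medium containing charcoal-stripped FBS | also added = 1.0 µM final dexamethasone stimulus | schedule = 48 h induction, 1 h compound, 30 min dex at 37 °C | technique = fixed, Hoechst-stained cells imaged at 10x for EGFP | measure = GR-EGFP nuclear translocation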
# MT stabilizer – microtubule stabilization, imaging screen. 200,000 tested, 0.83% active. % tubulin-high responders, % at 10 µM. HeLa tubulin immunostaining HCS, 24 h; share of cells brighter than vehicle mean+2SD;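 active means plate Z-score above 3 for both tubulin-high and condensed-nucleus cell shares, with cell loss under 80%, at 10 µM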;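 further: anti alpha tubulin signal scored within the nucleus-defined area of each cell; some results filed as inactive read as strong as hits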
# XIAP antagonists – XIAP antagonists, biochemical, IAP family, fluorescence polarization (AID 1018); XIAP BIR domain, fluorescence polarization peptide displacement; higher % means a stronger effect; one-dose displacement, % at 20 µM; IC50 in µM for titrated hits; 200,000 tested, 0.007% active; in the data active means displacement above about 50%; further: a part of the inactive calls stands beside numbers as strong as those of hits
# WT yeast gro inh mutant strain – second read-out of WT yeast gro inh, no call of its own (marks repeat the call); inhibition, %; mitochondrial fusion phenotypic screen, mutant strain inhibition
# Dynein cargo inh cytoplasmic EGFP – further read-out of Dynein cargo inh, marked with its call; z-score; measured here: cytoplasmic GR-EGFP intensity; hits give high values
# Dynein cargo inh nuclear GR-EGFP – further read-out of Dynein cargo inh, marked with its call; z-score; measured here: nuclear GR-EGFP intensity;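 lower value marks the stronger effect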
# Dynein cargo inh cell count – also measured in Dynein cargo inh; calls as there; z-score; measured here: cell count per field
# Ins promoter up cell count – also measured in Ins promoter up; calls as there; cell count; measured here: cytotoxicity, nuclei count;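 total cells summed across four imaged fields per well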
# Lipid droplet cells 6.5 µM – further read-out of Lipid droplet, marked with its call; cell count; measured here: cell count, cytotoxicity flag;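 cells counted across two imaged fields per well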
# bCat nuc transl cell count 5 µM – further read-out of bCat nuc transl, marked with its call; cell count; measured here: cell count, cytotoxicity flag
# MT stabilizer Hoechst-high % – further read-out of MT stabilizer, marked with its call; % Hoechst-high responders; measured here: nuclear condensation Hoechst responders;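 share of cells brighter than vehicle mean plus two SD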
# MT stabilizer cytotoxicity % – further read-out of MT stabilizer, marked with its call; toxicity, %; measured here: cytotoxicity by cell density;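 0% = mean cell density of plate MIN control wells and 100% = no cells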
# Autophagy mod cell loss 18 h – recorded beside Autophagy mod, whose call it bears; toxicity, %; measured here: cell loss, nuclei count;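 cell loss after 18 h compound exposure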
# * marks the source's active call; other numbers are inactive results; i = inactive; . = no result given; + = active, no number.
SMILES,Lipid droplet,Lipid droplet cells 6.5 µM,Autophagy mod,Autophagy mod cell loss 18 h,Ins promoter up,Ins promoter up cell count,WT yeast gro inh,WT yeast gro inh mutant strain,CSM14.1 death rescue,bCat nuc transl,bCat nuc transl cell count 5 µM,Dynein cargo inh,Dynein cargo inh cytoplasmic EGFP,Dynein cargo inh nuclear GR-EGFP,Dynein cargo inh cell count,MT stabilizer,MT stabilizer Hoechst-high %,MT stabilizer cytotoxicity %,XIAP antagonists
CCOC(=O)c1sc(NC(=O)c2ccco2)nc1-c1ccccc1,0,568,i,0,-0.94,1850,-12,-10,-1.4%,-1.0,1077,2.3,-0.1,1.6,-1.1,1.4,3.2,8.3,-2.4%
COc1ccc(OC)c(C(=O)COC(=O)c2cccnc2Cl)c1,10,733,i,5,-0.05,1300,-8,6,-0.8%,-1.1,1102,1.3,-0.17,0.59,0.081,2.5,1.2,1.6,-3.8%
COc1ccc(C(=O)c2cnc(/N=C/N(C)C)s2)cc1,-6,640,i,-4,0.53,1887,5,11,-2.4%,3.6,1082,.,.,.,.,1.2,2.3,5.3,1.0%
O=C(COC(=O)c1ccccc1O)Nc1cccnc1Cl,0,622,i,7,0.25,1372,-2,20,-5.2%,-0.1,956,-0.097,-0.27,0.013,1.3,2.9,1.6,2.9,-19%
COC(=O)NNC(=O)COc1ccc2ccccc2c1Br,-21,636,i,-4,-1.6,583,23,17,5.4%,-0.2,920,0.38,-0.21,0.24,-0.37,1.9,2.5,1.2,-6.5%
C/C(=N\Nc1ccc2nncn2n1)c1cccs1,-17,713,.,.,0.12,1513,.,.,.,-3.9,1135,0.65,-0.24,0.26,-0.6,.,.,.,.
Nc1c2nc(-c3ccccc3)[nH]c(=O)c2nc(=O)n1-c1ccccc1,6,696,.,.,0.16,1135,.,.,.,2.4,1279,0.24,-0.69,0.34,-1.1,.,.,.,.
COC(=O)c1sc(-c2ccc(Cl)cc2)cc1NC(=O)/C=C/C(=O)O,-6,676,.,.,0.05,991,.,.,.,-1.2,1336,-1.8,0.6,-0.32,-2.4,.,.,.,.
Cc1ccc(-n2c(CCc3nc4ccccc4[nH]3)n[nH]c2=S)cc1,5,703,i,-1,-0.13,1658,-8,-11,2.3%,0.1,1552,1.8,-0.027,1.4,-2.1,2.4,2.4,10.0,-5.3%
CCOC(=O)N1CCC(NC(=O)C2CCN(S(=O)(=O)N3CCCC3)CC2)CC1,.,.,i,-7,0.06,1598,-15,-14,1.7%,0.9,1397,0.095,-0.24,0.32,0.033,5.9,3.6,5.1,-7.6%

# Overlap with the part before: two entries, then new ones.
SMILES,Lipid droplet,Lipid droplet cells 6.5 µM,Autophagy mod,Autophagy mod cell loss 18 h,Ins promoter up,Ins promoter up cell count,WT yeast gro inh,WT yeast gro inh mutant strain,CSM14.1 death rescue,bCat nuc transl,bCat nuc transl cell count 5 µM,Dynein cargo inh,Dynein cargo inh cytoplasmic EGFP,Dynein cargo inh nuclear GR-EGFP,Dynein cargo inh cell count,MT stabilizer,MT stabilizer Hoechst-high %,MT stabilizer cytotoxicity %,XIAP antagonists
Cc1ccc(-n2c(CCc3nc4ccccc4[nH]3)n[nH]c2=S)cc1,5,703,i,-1,-0.13,1658,-8,-11,2.3%,0.1,1552,1.8,-0.027,1.4,-2.1,2.4,2.4,10.0,-5.3%
CCOC(=O)N1CCC(NC(=O)C2CCN(S(=O)(=O)N3CCCC3)CC2)CC1,.,.,i,-7,0.06,1598,-15,-14,1.7%,0.9,1397,0.095,-0.24,0.32,0.033,5.9,3.6,5.1,-7.6%
CC1(C)C(=O)Nc2ccccc2N1C(=O)COc1cccnc1[N+](=O)[O-],13,690,i,2,-0.54,1244,.,.,4.0%,0.4,1142,0.88,-0.17,0.32,-0.34,1.8,2.7,15,-4.9%
Cc1cc(C)c[n+](-c2nc3ccccc3nc2[N-]S(=O)(=O)c2ccc(Br)s2)c1,13,659,+,7.1*,0.12,1319,-7,12,-0.2%,-0.4,529,1.1,0.3,0.81,-0.13,3.0,2.2,2.8,-6.7%
CCOc1ccc(/C=C/C(=O)C(C(N)=O)=C2SCCS2)cc1,-6,659,i,10,0.96,1368,-3,-2,-4.1%,3.7,997,1.8,0.028,1.3,-1.4,1.4,3.6,7.6,-3.3%
CCC(C)NC(=O)CCCCCn1c(=O)[nH]c2cc(OC)c(OC)cc2c1=O (stereo not drawn),.,.,i,-1,-0.09,1517,10,5,0.5%,-2.0,1377,-1.1,-0.17,-0.17,0.68,6.2,25,23,-4.1%
CN(C(=O)COc1ccccc1)C1CCS(=O)(=O)C1 (stereo not drawn),2,689,i,-15,0.14,1442,0,-18,-1.8%,-0.4,1378,0.043,-0.28,0.15,-0.1,0.8,0.5,3.5,-0.7%
CCC(c1nnc(SCC(=O)N2CC(=O)Nc3ccccc32)n1Cc1ccccc1)N(C)C (stereo not drawn),.,.,.,.,-0.36,1179,-3,-19,-2.4%,-6.5,1021,0.56,-0.059,0.64,-0.79,2.0,3.0,12,1.4%
CCCn1c(CC)nc([N+](=O)[O-])c1S(=O)(=O)c1ccccc1,.,.,i,17,0.66,1536,-1,-3,1.5%,-0.4,1406,-5.1*,2.2*,-2.7*,-0.058*,1.1,1.8,5.5,-1.2%
CCCCOP(=O)(OCCCC)C(Nc1ccccc1)c1ccc2c(c1)OCO2 (stereo not drawn),-37,559,i,7,-1.4,1461,65*,13*,2.5%,-0.1,1141,0.044,0.15,0.29,0.098,1.3,2.2,11,-8.3%
COc1ccc(-c2nnc(Nc3ccc(OC)c(C(=O)N4CCCCC4)c3)c3ccccc23)cc1,21,635,i,32,-0.71,1266,-8,7,11%,-0.1,1027,0.82,-0.1,0.51,-0.84,3.4,2.5,11,-2.3%
CCn1ncc(-c2cc(C(=O)O)no2)c1C,-14,770,i,-7,1.1,1368,-16,13,0.6%,0.7,1454,0.028,-0.3,-0.26,0.67,2.1,1.1,4.0,0.8%

# Arranged by the number under Dynein cargo inh cytoplasmic EGFP (lowest first): five from the list above.
mol	Dynein cargo inh cytoplasmic EGFP
Nc1c2nc(-c3ccccc3)[nH]c(=O)c2nc(=O)n1-c1ccccc1	-0.69
CCn1ncc(-c2cc(C(=O)O)no2)c1C	-0.3
COc1ccc(-c2nnc(Nc3ccc(OC)c(C(=O)N4CCCCC4)c3)c3ccccc23)cc1	-0.1
CCCCOP(=O)(OCCCC)C(Nc1ccccc1)c1ccc2c(c1)OCO2 (stereo not drawn)	0.15
Cc1cc(C)c[n+](-c2nc3ccccc3nc2[N-]S(=O)(=O)c2ccc(Br)s2)c1	0.3

# Nothing new here: two of the compounds above.
SMILES,Lipid droplet,Lipid droplet cells 6.5 µM,Autophagy mod,Autophagy mod cell loss 18 h,Ins promoter up,Ins promoter up cell count,WT yeast gro inh,WT yeast gro inh mutant strain,CSM14.1 death rescue,bCat nuc transl,bCat nuc transl cell count 5 µM,Dynein cargo inh,Dynein cargo inh cytoplasmic EGFP,Dynein cargo inh nuclear GR-EGFP,Dynein cargo inh cell count,MT stabilizer,MT stabilizer Hoechst-high %,MT stabilizer cytotoxicity %,XIAP antagonists
COc1ccc(-c2nnc(Nc3ccc(OC)c(C(=O)N4CCCCC4)c3)c3ccccc23)cc1,21,635,i,32,-0.71,1266,-8,7,11%,-0.1,1027,0.82,-0.1,0.51,-0.84,3.4,2.5,11,-2.3%
CCn1ncc(-c2cc(C(=O)O)no2)c1C,-14,770,i,-7,1.1,1368,-16,13,0.6%,0.7,1454,0.028,-0.3,-0.26,0.67,2.1,1.1,4.0,0.8%

# Next part.
SMILES,Lipid droplet,Lipid droplet cells 6.5 µM,Autophagy mod,Autophagy mod cell loss 18 h,Ins promoter up,Ins promoter up cell count,WT yeast gro inh,WT yeast gro inh mutant strain,CSM14.1 death rescue,bCat nuc transl,bCat nuc transl cell count 5 µM,Dynein cargo inh,Dynein cargo inh cytoplasmic EGFP,Dynein cargo inh nuclear GR-EGFP,Dynein cargo inh cell count,MT stabilizer,MT stabilizer Hoechst-high %,MT stabilizer cytotoxicity %,XIAP antagonists
COc1cccc(C(C#N)N2N=C(C)CC2(C)C)c1O (stereo not drawn),.,.,i,-3,.,.,-5,16,-2.7%,.,.,1.6,-0.22,-0.23,-1,3.2,2.1,4.1,1.6%
O=C(CSc1nnc(C2COc3ccccc3O2)o1)N1CCCc2ccccc21 (stereo not drawn),-4,694,i,-3,0.11,1264,31,28,.,.,.,0.077,-0.27,0.37,0.15,2.4,1.7,13,-5.1%
Cc1c2c(n3c(nc4ccccc43)c1C#N)N(CCN(C)C)CC2,-9,641,i,-1,-0.12,1388,20,13,1.4%,0.2,1032,0.19,-0.37,-0.48,-0.64,3.5,2.6,3.5,-2.8%
CS(=O)(=O)N1CCC(Oc2ccccc2C(=O)NC2CCOC2)CC1 (stereo not drawn),21,730,i,-12,-0.35,1456,-4,-9,1.1%,0.5,1047,1.7,-0.11,1.2,-1.5,2.0,2.1,9.1,-3.3%
Cc1cc(C(=O)OCC(=O)Nc2ccc(F)cc2[N+](=O)[O-])c2ccccc2n1,13,710,i,5,0.51,1346,-5,-24,-0.7%,-2.5,556,1,-0.25,0.18,-0.49,6.6,5.2,3.5,-3.7%

# From PubChem
